yeast bub3 – NCI yeast anticancer drug screen, S. cerevisiae bub3 mutant strain. 78,000 compounds, 9.9% hits. AID 167. growth inhibition, % at 50 µM;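 also: 0% = growth of vehicle-only cultures of the same strain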
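Steps: expose the mutant yeast strain to compound; grow alongside vehicle-treated cultures; measure growth; express inhibition against the vehicle cultures.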
yeast sgs1 mgt1 – NCI yeast anticancer drug screen, S. cerevisiae sgs1 mgt1 strain | % growth inhibition at 50 µM | 78,000 compounds, 10% hits | AID 161;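 also: 0% = growth of vehicle-only cultures of the same strain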
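Inhibition of yeast growth, normalised to vehicle-treated controls, is reported for a strain bearing genetic alterations in DNA damage repair.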
yeast mec2-1 – NCI yeast anticancer drug screen, S. cerevisiae mec2-1 strain; growth inhibition, % at 50 µM; 79,000 compounds, 9% hits;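 also: 0% = growth of vehicle-only cultures of the same strain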
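Vehicle-treated cultures served as reference for growth inhibition of compound-exposed mec2-1 yeast.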
rad50 – NCI yeast anticancer drug screen, S. cerevisiae rad50 strain | growth inhibition, % at 50 µM | 79,000 compounds, 10% hits;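 also: 0% = growth of vehicle-only cultures of the same strain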
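Inhibition values express reduced yeast growth in compound-treated cultures relative to vehicle-treated controls.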
mlh1 rad18 – NCI yeast anticancer drug screen, S. cerevisiae mlh1 rad18 strain | % growth inhibition at 50 µM | 79,000 compounds, 11% hits | AID 175;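 also: 0% = growth of vehicle-only cultures of the same strain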
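Test agents were incubated with a yeast strain of defined genotype (DNA damage repair defect). Inhibition of growth was derived by comparison with vehicle-exposed cultures.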
yeast cln2 rad14 – NCI yeast anticancer drug screen, S. cerevisiae cln2 rad14 strain; 78,000 compounds, 8.3% hits; AID 165; growth inhibition, % at 50 µM;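 also: 0% = growth of vehicle-only cultures of the same strain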
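Compounds are applied to the cln2 rad14 yeast strain, and growth is then compared with that of vehicle-treated cultures to give inhibition.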
An asterisk follows results filed as active; & = joins results of further samples. Rule as the data show it: active = growth inhibition above about 70%; inactive = the rest.

Cc1ncc(CO)c(Nc2ccccc2Cl)n1 was read as yeast bub3 -12, yeast sgs1 mgt1 -6, yeast mec2-1 -2, rad50 2, mlh1 rad18 14 and yeast cln2 rad14 -16.
Screening O=S(=O)(O)c1cc(O)c2ccc(Nc3ccccc3)cc2c1 returned yeast bub3 -16, yeast sgs1 mgt1 -3, yeast mec2-1 0, rad50 15, mlh1 rad18 11 and yeast cln2 rad14 -50.
For O=C(O)CCCCCCCCCCCC(=O)O the results were yeast bub3 36, yeast sgs1 mgt1 28, yeast mec2-1 22, rad50 41, mlh1 rad18 35 and yeast cln2 rad14 16.
Screening O=c1c2c(-c3ccccc3)onc2n(-c2ccccc2)c(=O)n1-c1ccccc1 returned yeast bub3 -4, yeast sgs1 mgt1 13, yeast mec2-1 4, rad50 -20, mlh1 rad18 36 and yeast cln2 rad14 -11.
For Nc1c(S(=O)(=O)O)cc2cc(S(=O)(=O)O)ccc2c1N the results were yeast bub3 18, yeast sgs1 mgt1 6, yeast mec2-1 -13, rad50 10, mlh1 rad18 25 and yeast cln2 rad14 -16.
Screening OC(COc1ccccc1)CN1CCCCC1 (centres undefined) returned yeast bub3 -46, yeast sgs1 mgt1 -19, yeast mec2-1 -5, rad50 -7, mlh1 rad18 -7 and yeast cln2 rad14 -12.
Screening Cn1c2ccccc2c2[nH]c3ccccc3c(=O)c21 returned yeast bub3 -11, yeast sgs1 mgt1 -15, yeast mec2-1 16, rad50 54, mlh1 rad18 29 and yeast cln2 rad14 -9.
Screening NC(=O)N/N=C1\CC2CCC1C2Cl (centres undefined) returned yeast bub3 -14, yeast sgs1 mgt1 -5, yeast mec2-1 -1, rad50 0, mlh1 rad18 -15 and yeast cln2 rad14 0.
`CCCC/C=C\CCCCCCCCCC1=C(O)C(=O)C=C(OC)C1=O` gave yeast bub3 63, yeast sgs1 mgt1 65, yeast mec2-1 70, rad50 61, mlh1 rad18 58 and yeast cln2 rad14 42.
For c1ccc2oc(C34OC5CC(CC(C5)O3)O4)nc2c1 the results were yeast bub3 0, yeast sgs1 mgt1 22, yeast mec2-1 13, rad50 25, mlh1 rad18 10 and yeast cln2 rad14 11.
C=C1C(=O)OC2(C)CCC1CC1OC1(C)CCC=C(C)CCC2O (centres undefined) was read as yeast bub3 -18, yeast sgs1 mgt1 17, yeast mec2-1 -39, rad50 4, mlh1 rad18 -40 and yeast cln2 rad14 8.
`CC(=O)Nc1ccc2c(c1)C(P(=O)(OC(C)C)OC(C)C)c1ccccc1-2` (centres undefined) gave yeast bub3 34, yeast sgs1 mgt1 18, yeast mec2-1 20, rad50 6, mlh1 rad18 -3 and yeast cln2 rad14 -1.

Continued (two carried over from the part before).
C=C1C(=O)OC2(C)CCC1CC1OC1(C)CCC=C(C)CCC2O (centres undefined) was read as yeast bub3 -18, yeast sgs1 mgt1 17, yeast mec2-1 -39, rad50 4, mlh1 rad18 -40 and yeast cln2 rad14 8.
`CC(=O)Nc1ccc2c(c1)C(P(=O)(OC(C)C)OC(C)C)c1ccccc1-2` (centres undefined) gave yeast bub3 34, yeast sgs1 mgt1 18, yeast mec2-1 20, rad50 6, mlh1 rad18 -3 and yeast cln2 rad14 -1.
For CC12CC(c3ccccc3)C(C)(C(c3ccccc3)=C1c1ccccc1)C2(O)c1ccccc1 (centres undefined) the results were yeast bub3 -2, yeast sgs1 mgt1 13, yeast mec2-1 0, rad50 -3, mlh1 rad18 13 and yeast cln2 rad14 -13.
`Cc1cc(S(=O)(=O)O)c(NC(=O)C(=O)C2C=CCS2(=O)=O)cc1Cl` (centres undefined) gave yeast bub3 -8, yeast sgs1 mgt1 -9, yeast mec2-1 -21, rad50 -5, mlh1 rad18 -9 and yeast cln2 rad14 2.
`Cc1[nH]n(C(N)=S)c(=O)c1N=Nc1c(Cl)cccc1Cl` gave yeast bub3 12, yeast sgs1 mgt1 63, yeast mec2-1 15, rad50 55, mlh1 rad18 51 and yeast cln2 rad14 -37.
For CCC(Nc1ncnc2nc[nH]c12)C(=O)O (centres undefined) the results were yeast bub3 -24, yeast sgs1 mgt1 -17, yeast mec2-1 -14, rad50 -8, mlh1 rad18 14 and yeast cln2 rad14 -20.
For O=C(O)c1cc(-c2ccc3cc4c(cc3c2)OCO4)nc2ccccc12 the results were yeast bub3 28, yeast sgs1 mgt1 5, yeast mec2-1 26, rad50 20, mlh1 rad18 37 and yeast cln2 rad14 -27.
For ClC1=C(Cl)C2(Cl)C=CC1(Cl)C2 the results were yeast bub3 2, yeast sgs1 mgt1 4, yeast mec2-1 -3, rad50 4, mlh1 rad18 7 and yeast cln2 rad14 -14.
Screening COC(=O)c1c[nH]c(C=O)c1C returned yeast bub3 8, yeast sgs1 mgt1 -7, yeast mec2-1 -1, rad50 16, mlh1 rad18 9 and yeast cln2 rad14 -68.
`CC1=NS(=O)(=O)c2ccccc2N1` gave yeast bub3 4, yeast sgs1 mgt1 5, yeast mec2-1 -4, rad50 0, mlh1 rad18 10 and yeast cln2 rad14 16.
Screening CC(=N\NC(=O)c1ccccc1)/C(C)=N/NC(=O)c1ccccc1 returned yeast bub3 -31, yeast sgs1 mgt1 -8, yeast mec2-1 -34, rad50 -22, mlh1 rad18 -24 and yeast cln2 rad14 2.
CC(=O)c1cc2c(cc1C)CCCC2(C)C was read as yeast bub3 4, yeast sgs1 mgt1 -2, yeast mec2-1 -4, rad50 1, mlh1 rad18 1 and yeast cln2 rad14 -2.
COC1OC(COS(=O)(=O)c2ccc(C)cc2)C2OC(C)(C)OC2C1OS(=O)(=O)c1ccc(C)cc1 (centres undefined) was read as yeast bub3 4, yeast sgs1 mgt1 -4, yeast mec2-1 17, rad50 55, mlh1 rad18 7 and yeast cln2 rad14 84*.
COC(=O)/C(C#N)=C1\CCC(OC)N1 (centres undefined) was read as yeast bub3 -13, yeast sgs1 mgt1 -21, yeast mec2-1 7, rad50 -4, mlh1 rad18 -25 and yeast cln2 rad14 4.
CCN1/C(=C/C=C/C=C\C=C\c2sc3ccc4ccccc4c3[n+]2CC)Sc2ccc3ccccc3c21 was read as yeast bub3 30, yeast sgs1 mgt1 48, yeast mec2-1 47, rad50 49, mlh1 rad18 41 and yeast cln2 rad14 54.
Screening C[C@H]1O[C@@H](c2c(O)ccc3ccccc23)C[C@@H](N(C)C)C1O (some centres undefined) returned yeast bub3 -8, yeast sgs1 mgt1 -29, yeast mec2-1 -21, rad50 -64, mlh1 rad18 -28 and yeast cln2 rad14 4.
`CCOC(=O)c1c2c(c(-c3ccccc3)n1C)C(=O)C(C)=C(C)C2=O` gave yeast bub3 1, yeast sgs1 mgt1 -10, yeast mec2-1 -2, rad50 -11, mlh1 rad18 -7 and yeast cln2 rad14 -29.
For COC(=O)c1ccc(-c2nc(C#N)c(N)o2)cc1 the results were yeast bub3 -15, yeast sgs1 mgt1 -11, yeast mec2-1 19, rad50 6, mlh1 rad18 -43 and yeast cln2 rad14 -1.
COc1cc(/C=C/C(=O)OC2C(O)C3CC(OC(=O)c4cc(OC)c(OC)c(OC)c4)CC2N3C)cc(OC)c1OC (centres undefined) was read as yeast bub3 -8, yeast sgs1 mgt1 8, yeast mec2-1 -22, rad50 1, mlh1 rad18 -5 and yeast cln2 rad14 6.
N/N=C/c1c2ccccc2cc2ccccc12 was read as yeast bub3 43, yeast sgs1 mgt1 19, yeast mec2-1 9, rad50 41, mlh1 rad18 70 and yeast cln2 rad14 5.
N#C/C(=C\c1ccc(O)cc1)c1ccc([N+](=O)[O-])cc1 was read as yeast bub3 -35, yeast sgs1 mgt1 -43, yeast mec2-1 -36, rad50 -32, mlh1 rad18 -52 and yeast cln2 rad14 -21.
For CCC(c1ccccc1)C(O)c1ccccc1 (centres undefined) the results were yeast bub3 -18, yeast sgs1 mgt1 -7, yeast mec2-1 -14, rad50 -13, mlh1 rad18 10 and yeast cln2 rad14 -23.
CCCCCOC(C)(OCCCCC)OCCCCC was read as yeast bub3 10, yeast sgs1 mgt1 -4, yeast mec2-1 14, rad50 7, mlh1 rad18 8 and yeast cln2 rad14 3.
Screening CCC(=O)NC1=CCC(C(C)(C)C)CC1 (centres undefined) returned yeast bub3 43, yeast sgs1 mgt1 0, yeast mec2-1 -6, rad50 10, mlh1 rad18 -5 and yeast cln2 rad14 8.
`CCCCOC(=O)C(C)C(O)CCC(C)CC` (centres undefined) gave yeast bub3 0, yeast sgs1 mgt1 19, yeast mec2-1 -4, rad50 5, mlh1 rad18 -10 and yeast cln2 rad14 -21.
`CCCS(=O)(=O)CCC(=O)c1cccs1` gave yeast bub3 -2, yeast sgs1 mgt1 -8, yeast mec2-1 -12, rad50 0, mlh1 rad18 6 and yeast cln2 rad14 -19.

3 structures from above, ordered by SMILES length, rising.
`CCCS(=O)(=O)CCC(=O)c1cccs1` gave yeast bub3 -2, yeast sgs1 mgt1 -8, yeast mec2-1 -12, rad50 0, mlh1 rad18 6 and yeast cln2 rad14 -19.
For ClC1=C(Cl)C2(Cl)C=CC1(Cl)C2 the results were yeast bub3 2, yeast sgs1 mgt1 4, yeast mec2-1 -3, rad50 4, mlh1 rad18 7 and yeast cln2 rad14 -14.
For COC(=O)c1ccc(-c2nc(C#N)c(N)o2)cc1 the results were yeast bub3 -15, yeast sgs1 mgt1 -11, yeast mec2-1 19, rad50 6, mlh1 rad18 -43 and yeast cln2 rad14 -1.

Further compounds
COc1ccc2nc(NC(=O)Nc3ccc(Cc4ccc(NC(=O)Nc5nc6ccc(OC)cc6s5)cc4)cc3)sc2c1 was read as yeast bub3 -9, yeast sgs1 mgt1 -10, yeast mec2-1 -20, rad50 -14, mlh1 rad18 -12 and yeast cln2 rad14 10.
Screening COC12CC3C4CCC5CC(O)CCC5(C)C4CCC3(C)C1C(C)C1(CCC(C)CO1)O2 (centres undefined) returned yeast bub3 1, yeast sgs1 mgt1 13, yeast mec2-1 9, rad50 34, mlh1 rad18 0 and yeast cln2 rad14 20.
`O=c1c2cncnc2sc2nc3ccccc3n12` gave yeast bub3 15, yeast sgs1 mgt1 28, yeast mec2-1 -10, rad50 16, mlh1 rad18 23 and yeast cln2 rad14 12.
CCc1c(-c2ccc(OC)cc2)oc(OC)c(C)c1=O was read as yeast bub3 45, yeast sgs1 mgt1 25, yeast mec2-1 -8, rad50 33, mlh1 rad18 25 and yeast cln2 rad14 6.
Screening CCCCC(CCc1ccccc1)C(=O)NCC (centres undefined) returned yeast bub3 -12, yeast sgs1 mgt1 -18, yeast mec2-1 -12, rad50 -5, mlh1 rad18 5 and yeast cln2 rad14 -11.
For CN(/N=C/c1ccccn1)C1=NCCCCN1 the results were yeast bub3 9, yeast sgs1 mgt1 -23, yeast mec2-1 3, rad50 -34, mlh1 rad18 -9 and yeast cln2 rad14 22.
For Cc1nc2c(cc1C(=O)N/N=C/c1ccc([N+](=O)[O-])cc1)c(=O)n(C)c(=O)n2C the results were yeast bub3 -51, yeast sgs1 mgt1 -12, yeast mec2-1 -22, rad50 -33, mlh1 rad18 18 and yeast cln2 rad14 -6.
Cc1csc2c1-n1cccc1C2=O was read as yeast bub3 -19, yeast sgs1 mgt1 -18, yeast mec2-1 1, rad50 6, mlh1 rad18 24 and yeast cln2 rad14 12.
`CNc1ccc(N=O)cc1` gave yeast bub3 89*, yeast sgs1 mgt1 89*, yeast mec2-1 91*, rad50 88*, mlh1 rad18 88* and yeast cln2 rad14 75*.
NC(C(=O)O)C(O)C(=O)O (centres undefined) was read as yeast bub3 4&-6, yeast sgs1 mgt1 -7&3, yeast mec2-1 9&6, rad50 3&-14, mlh1 rad18 -7&1 and yeast cln2 rad14 -6&10.
For CCOC(=O)c1cnc2cc3c(cc2c1Nc1cccc(C)c1C)OCO3 the results were yeast bub3 4, yeast sgs1 mgt1 -16, yeast mec2-1 -7, rad50 -10, mlh1 rad18 -7 and yeast cln2 rad14 -13.
CN1CCCCC1CCN1CCCCC1 (centres undefined) was read as yeast bub3 -18, yeast sgs1 mgt1 -8, yeast mec2-1 -10, rad50 -39, mlh1 rad18 1 and yeast cln2 rad14 -40.
`COc1cc(/C=C/C(C)=O)ccc1O` gave yeast bub3 4&3&2, yeast sgs1 mgt1 -16&22&-6, yeast mec2-1 -16&10&-10, rad50 5&35&18, mlh1 rad18 -21&23&-5 and yeast cln2 rad14 -1&-22&-17.
For C1CSCCSCCS1 the results were yeast bub3 28, yeast sgs1 mgt1 20, yeast mec2-1 1, rad50 12, mlh1 rad18 -5 and yeast cln2 rad14 5.
CCCCCCCCCCCCSCCCN was read as yeast bub3 99*, yeast sgs1 mgt1 99*, yeast mec2-1 100*, rad50 99*, mlh1 rad18 100* and yeast cln2 rad14 100*.
Screening C#CCn1cnc2c(N)ncnc21 returned yeast bub3 -7, yeast sgs1 mgt1 28, yeast mec2-1 16, rad50 7, mlh1 rad18 7 and yeast cln2 rad14 84*.

Assay outcomes deposited in PubChem BioAssay by NCI.
